# EP2 mod = EP2 receptor modulators, cAMP readout, primary screen, cell-based, HTRF cAMP, PGE2 stimulation | 260,000 tested, 0.83% active | EP2-expressing cells, cAMP HTRF FRET, PGE2 co-stimulation | induction, % at 25 µM | AID 940, 2007;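 active = compounds whose cAMP rise, as percent of the full-agonist control response, exceeds 60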;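 note: rat C6 glioma line stably carrying human EP2 under a CMV promoter; the protocol text gives 20 µM as final concentration; 100% = response of wells given 1 µM PGE2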
# Target sequence (P43116 whole entry, looked up): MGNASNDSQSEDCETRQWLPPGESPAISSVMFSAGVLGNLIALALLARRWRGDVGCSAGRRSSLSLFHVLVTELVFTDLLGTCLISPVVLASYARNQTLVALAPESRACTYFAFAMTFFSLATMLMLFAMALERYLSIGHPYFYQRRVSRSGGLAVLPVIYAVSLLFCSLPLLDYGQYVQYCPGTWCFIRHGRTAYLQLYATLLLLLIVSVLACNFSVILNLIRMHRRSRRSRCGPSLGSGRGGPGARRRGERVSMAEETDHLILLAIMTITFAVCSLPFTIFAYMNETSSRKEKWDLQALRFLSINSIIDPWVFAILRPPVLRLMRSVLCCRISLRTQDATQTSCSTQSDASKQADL
# S1P4 agonist = S1P4 receptor agonists, primary screen, cell-based | activation, % at 4.98 µM | 220,000 tested, 0.35% active | AID 1509, 2009 | Sphingosine 1-phosphate receptor 4 (Homo sapiens), O95977 | S1P4-expressing cell line, agonist reporter assay; in the data active = activation above about 11%;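 note: 0% = DMSO vehicle and 100% = reference agonist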
# S1P4 antagonist = S1P4 receptor antagonists, primary screen, cell-based; Sphingosine 1-phosphate receptor 4 (Homo sapiens), O95977; S1P4-expressing cells, antagonist mode, reporter read-out; inhibition, % at 4.98 µM; 220,000 tested, 0.26% active; AID 1510, 2009; in the data active = inhibition above about 29%;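 note: 0% = wells stimulated with agonist and 100% = vehicle wells without agonist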
# PERK inh = block of dimerizer-induced PERK translation repression, primary screen, PERK inhibitor project, CHO PERK-DD cells, SEAP luminescence, HTS | AID 1416, 2008 | 220,000 tested, 0.17% active | inhibition, % at 5.6 µM | CHO PERK-DD fusion, SEAP luminescence translation reporter;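 active = inhibition above the mean inhibition of all tested compounds plus 3 SD, set separately per screening campaign, cut at about 2.9% in these data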;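 note: PERK kinase domain activated by AP20187 dimerizer at 100 nM; 0% = DMSO with dimerizer and 100% = rapamycin at 8.4 µM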
# TRPN1 ag = zebrafish TRPN1 channel agonists, primary screen, cell-based, HEK293, calcium fluorescence; transient receptor potential cation channel N1 (TRPN1/NompC), Danio rerio; HEK293 zebrafish TRPN1-YFP, Fluo-8 calcium fluorescence; 100% = response to 87 µM carbachol; activation, % at 3 µM; 220,000 tested, 0.18% active; AID 1424, 2008;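 active = activation above its plate's cutoff, the mean activation of test wells on that plate plus 3 SD, cut at about 19% in these data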;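 note: 0% = DMSO alone and 100% = 87 µM carbachol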
#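 Assay system: Zebrafish TRPN1-YFP in HEK293 cells | Incubation: Dye loading 1 h at 37 °C, then 30 min room temperature | Measured by: Kinetic Fluo-8 fluorescence, ex 470-495, em 515-575 nm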
# BaF3 parental = parental Ba/F3 cell viability inhibition, counter-screen for JAK2V617F inhibitor project, murine pro-B, CellTiter-Glo luminescence. inhibition, % at 5.6 µM. 220,000 tested, 1.1% active. CellTiter-Glo ATP luminescence. AID 1486, 2009;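 active = inhibition above a per-campaign cutoff, the mean inhibition of all tested compounds plus 3 SD, cut at about 27% in these data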;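 note: 0% = DMSO wells and 100% = JAK Inhibitor I control wells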
# Ba/F3 V617F tox = reduced viability of JAK2V617F-dependent Ba/F3 cells, primary screen, JAK2V617F inhibitor project, cell-based, Ba/F3 EpoR-JAK2V617F, luminescence; ATP luminescence; 220,000 tested, 1.1% active; inhibition, % at 5.6 µM;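 active = inhibition above the campaign mean plus 3 SD over all tested compounds, cut at about 24% in these data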;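 note: cytokine-independent growth of Ba/F3 cells driven by EpoR plus mutant JAK2; 0% = DMSO-treated cells and 100% = JAK inhibitor I control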
# TRPML3 agonist = human TRPML3 channel agonists, primary screen, cell-based, HEK293 TRPML3-YFP, Fluo-8 calcium fluorescence, 3 µM. 100% = the carbachol control signal. activation, % at 3 µM. 220,000 tested, 0.29% active. Mucolipin-3 (Homo sapiens), Q8TDD5;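 active = activation above its plate's cutoff, the mean activation of the plate's test wells plus 3 SD, cut at about 12% in these data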;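 note: 0% = DMSO only wells and 100% = carbachol wells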
# Target sequence (Q8TDD5 whole entry, looked up): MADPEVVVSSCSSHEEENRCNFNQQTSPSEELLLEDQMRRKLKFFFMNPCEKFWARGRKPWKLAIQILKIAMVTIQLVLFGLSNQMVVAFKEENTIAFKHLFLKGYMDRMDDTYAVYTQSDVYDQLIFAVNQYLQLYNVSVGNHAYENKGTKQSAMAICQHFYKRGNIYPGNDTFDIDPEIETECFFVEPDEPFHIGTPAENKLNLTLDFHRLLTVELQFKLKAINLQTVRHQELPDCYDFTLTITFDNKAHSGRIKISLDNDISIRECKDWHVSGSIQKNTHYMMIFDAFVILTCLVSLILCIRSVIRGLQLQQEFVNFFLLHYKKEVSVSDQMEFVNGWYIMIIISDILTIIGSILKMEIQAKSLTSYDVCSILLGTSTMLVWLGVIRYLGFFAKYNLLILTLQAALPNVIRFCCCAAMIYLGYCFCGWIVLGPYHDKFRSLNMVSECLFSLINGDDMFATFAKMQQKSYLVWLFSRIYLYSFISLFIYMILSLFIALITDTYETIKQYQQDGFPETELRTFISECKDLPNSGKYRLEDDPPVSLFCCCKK
#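 Test system – HEK293 line with stable expression of human TRPML3-YFP channel · Control set – carbachol 87 µM final as high control (100%), DMSO as low control (0%) · Signal – Fluo-8 calcium dye fluorescence, ex 470-495, em 515-575 nm · Incubation – 1-h 37 °C dye load, 5-s basal, 120-s post-compound reads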
# m-calpain inh = inhibitors of pig calpain II, primary screen, biochemical, fluorogenic peptide substrate, 1536-well. purified calpain II, 30 min. AID 1236, 2008. inhibition, % at 16 µM. 220,000 tested, 0.37% active;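 active = inhibition above about 50%, limit read from the data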
# Starred values were filed as active, the others as inactive; i = inactive; & = joins results of further samples.
SMILES,EP2 mod,S1P4 agonist,S1P4 antagonist,PERK inh,TRPN1 ag,BaF3 parental,Ba/F3 V617F tox,TRPML3 agonist,m-calpain inh
CC(CCc1ccccc1)NCC(O)COc1ccccc1 (centres undefined),-18,0.5,-16,0.4,-0.5,9,1,1.4,-15
CO/N=C(\Cn1ncc(N2CCOCC2)c(Br)c1=O)c1ccc(Cl)cc1,-17,-1.4,-1,1.9,-0.7,1,-1,-0.1,1
CCCCN(C(=O)NC(=O)Nc1ccc(C)cn1)S(C)(=O)=O,10,-2.6,-14,1.3,0.4,5,0,0.6,-185
COC(=O)CCC(=O)NC(=S)Nc1cc(Cl)ccc1Cl,8,0.6,3,0.9,-0.8,9,6,-2.4,28
CCC(=O)Nc1cccc(-n2nnnc2SCC(=O)N(C(C)C)C(C)C)c1,-24,2.1,-3,-0.1,0.0,8,1,0.4,10
CS(=O)(=O)N(CC(=O)N1CCCCC1)c1sc2c(c1C#N)CCCC2,19&-20,-1.1,8,-0.7,0.1,7,11,0.1,34
COc1ccc(CCNC(=O)COC(=O)c2ccco2)cc1OC,9&-4,0.1,5,-0.2,1.0,7,4,-0.1,-3
CC1=NC(C#N)=C(C#N)NC(C)(C)C1,6,0.4,-1,0.2,1.6,-1,-2,0.9,-18
COc1ccc(O/C(=N\S(=O)(=O)c2ccccc2)c2ccccc2)cc1,14,1.0,-6,0.5,-0.5,2,2,1.1,-20
CCOC(=O)N1CCN(C(=O)c2cccc(NC3=NC4CS(=O)(=O)CC4S3)c2)CC1 (centres undefined),18,1.4,-7,-0.7,1.2,3,-2,0.0,-20
CC(=O)Oc1ccc(Oc2ccc(-c3noc(C)n3)cc2)cc1,0,-0.1,1,1.4,2.0,4,11,0.5,2
CCOC(=O)c1ccc(N2C(=O)CC(Sc3nc(O)c(CC)c(=O)[nH]3)C2=O)cc1 (centres undefined),-40,2.4,-8,1.4,-1.3,6,0,1.0,-6
COc1ccccc1-n1cnnc1SCC(=O)NCC1CCCO1 (centres undefined),23,1.4,1,0.4,-0.1,-2,-3,1.1,18
Cc1ccc(NC(=O)c2cc(N3C(=O)CCC3=O)ccc2N2CCCCC2)cc1,43,1.2,-10,0.5,0.7,1,-2,1.2,-53
COC(=O)C(C)(C)ONC(=O)Nc1ccccc1[N+](=O)[O-],-5,2.3,-7,0.8,-0.5,5,-1,0.3,-7
Cc1c(Br)c([N+](=O)[O-])nn1C(C)C(=O)NCc1cccs1 (centres undefined),-11,2.4,-19,-0.4,-1.1,-4,-3,-0.6,-6
O=C(N/C(=C/c1cn(-c2ccccc2)nc1-c1ccccc1)C(=O)N1CCOCC1)c1ccccc1,9,-0.7,-14,0.4,1.1,9,4,1.3,-19
CCc1nnc(NC(=O)C2=CCN(S(=O)(=O)c3ccccc3)CC2)s1,-9,-0.4,5,-0.8,0.0,-5,3,0.5,-32
COc1ccc(CN(C(=O)c2snc(C(N)=O)c2N)C(C(=O)NC(C)(C)C)c2ccco2)cc1 (centres undefined),9,2.5,-8,-1.6,-0.8,5,2,-0.9,-107
Cc1nnsc1-c1nnc(SCC(=O)c2ccc(F)cc2)n1C1CC1,-8,0.3,1,0.9,-0.5,0,-2,1.1,-16
O=C(c1ccccc1)N1CCCCC(S(=O)(=O)c2ccc3ccccc3c2)C1=O (centres undefined),16,0.5,-3,-0.2,-1.6,5,1,0.3,-32
Cc1cc(NC(=O)c2c([N+](=O)[O-])cnn2C)no1,-5,0.7,-16,0.9,-0.1,3,-3,0.5,3
CN(c1ccc(C(=O)N2CCCCC2)cc1)S(C)(=O)=O,-1,1.3,-12,0.7,-0.2,4,-1,0.1,-39
COCCn1c(=S)[nH]c2cc(C(=O)NCC3CCCO3)ccc2c1=O (centres undefined),15,-2.3,0,1.6,1.2,1,-2,0.0,-7
CC(C)COC(=O)N1CC(O)CC1C(=O)O (centres undefined),20,0.4,-10,0.5,-0.8,0,-4,1.1,-13
C/C(=N/NC(=O)CNC(=O)c1ccncc1)c1ccco1,18,0.6,9,-0.5,1.6,-1,-2,0.8,-7
CN1CCCC1CCNC1C2CC3CC(C2)CC1C3 (centres undefined),-15,0.0,5,0.1,0.6,10,0,0.9,7
CSc1ccccc1NC(=O)CN(Cc1ccccc1)S(C)(=O)=O,23,-1.6,-15,-0.5,0.3,9,5,-0.1,1
CCCNC(=O)C(CC)NS(=O)(=O)c1ccc(OC)cc1 (centres undefined),15,3.0,-7,0.1,1.2,4,1,0.6,-12
CCSc1nnc(NC(=O)CSc2nnc(Cc3cccn3C)n2-c2ccc(F)cc2)s1,-12,1.7,-5,-0.3,1.2,-2,-3,0.3,0

# Entries from the list above that contain a Cl atom:
SMILES,EP2 mod,S1P4 agonist,S1P4 antagonist,PERK inh,TRPN1 ag,BaF3 parental,Ba/F3 V617F tox,TRPML3 agonist,m-calpain inh
CO/N=C(\Cn1ncc(N2CCOCC2)c(Br)c1=O)c1ccc(Cl)cc1,-17,-1.4,-1,1.9,-0.7,1,-1,-0.1,1
COC(=O)CCC(=O)NC(=S)Nc1cc(Cl)ccc1Cl,8,0.6,3,0.9,-0.8,9,6,-2.4,28

# Following part.
SMILES,EP2 mod,S1P4 agonist,S1P4 antagonist,PERK inh,TRPN1 ag,BaF3 parental,Ba/F3 V617F tox,TRPML3 agonist,m-calpain inh
Cc1cc2c(NC(=O)Nc3ccc(C(C)(C)C)cc3)cccc2nn1,-42,-2.4,6,0.0,6.4,2,-3,0.7,-40
O=C(Nc1ccc(NC(=O)c2ccco2)c(Cl)c1)c1ccccc1,14,1.0,-7,0.7,1.7,4,-4,0.5,-87
CCN(CCCNC(=O)CCn1c(=O)[nH]c2ccccc2c1=O)c1ccccc1,8,1.7,-9,0.1,-0.4,-2,-4,-0.5,4
CC(C)c1cc(C(=O)N2CCN(C(c3ccccc3)c3ccccc3)CC2)no1,48,2.1,7,-0.6,-1.1,3,-1,0.2,12
N=c1n(CCN2CCOCC2)c2ccccc2n1CC(=O)c1ccc(Cl)c(Cl)c1,-27,3.2,-7,-1.6,-0.5,2,-1,0.0,-37
CCOCCCNC(=O)C1CCCN1C(=O)NC1CCCCC1 (centres undefined),0,-0.5,-19,-0.5,0.1,1,3,0.0,-48
COc1cc(Nc2ccccc2Cl)c([N+](=O)[O-])nc1[N+](=O)[O-],0,0.6,-22,-0.7,0.2,5,2,0.2,23
Cc1cc(SCC(=O)c2ccccc2)n2ncc(-c3ccccc3)c2n1,6,0.6,-9,-0.5,-0.9,3,-2,0.1,9
O=C(Nc1ccccc1C(=O)OCn1nnc2ccccc2c1=O)c1ccco1,16,-2.3,-11,-1.4,1.3,3,0,0.2,-9
CCOc1ccc(NC(=O)CC2C(=O)N(CC)C(=S)N2NC(=O)c2ccncc2)cc1 (centres undefined),56,0.2,0,0.9,0.3,-2,0,0.5,-24
Cc1ccc(N2C(=O)c3ccc(C(=O)N4CCN(c5cccc(C)c5C)CC4)cc3C2=O)cc1,25,-0.6,-31,0.9,1.1,-1,-1,0.7,-59
CCc1ccc2[nH]c(=O)c(CN(CCN3CCOCC3)C(=O)Nc3ccccc3F)cc2c1,-22&-35,1.2,-27,-0.7,1.4,-1,-2,1.1,3
CCOC(=O)C1CCCN(C(=O)c2ccc(OC)c([N+](=O)[O-])c2)C1 (centres undefined),20,-2.0,-8,0.2,-0.2,1,-4,0.6,-11
O=C(c1ccccc1)N1CCCC(C(=O)N2CCCCCC2)C1 (centres undefined),20,3.1,-2,0.5,1.6,6,0,0.6,-14
Cc1cc(C)c(C#N)c(N2CCC(C(N)=O)CC2)n1,37,-1.9,11,1.5,-1.7,-2,-4,0.1,-144
COc1ccc(CCC(=O)Nc2cccc(S(=O)(=O)N(C)C)c2)cc1OC,-31,-0.5,-15,0.1,3.8,4,0,1.1,16
Cc1ccc2c(Cl)cc(Cl)c(OCC(=O)O)c2n1,-6,3.4,-23,1.2,0.0,7,0,1.2,-48
O=C(c1ccc(OC2CCN(CCc3ccccc3)CC2)cc1)N1CCCC(O)C1 (centres undefined),0,0.2,-4,0.5,1.1,1,-2,0.9,-19
Cc1ccc(S(=O)(=O)NC(=O)Nc2ccccc2F)cc1,31,-1.0,-12,-0.3,-0.8,4,1,0.5,-9
CCOC(=O)C1CCN(C(=O)N(C)C)CC1,9,-0.7,-7,0.7,-0.9,8,-3,0.6,-29
COC(=O)c1c(C)c[nH]c1C,-4,0.3,0,0.6,1.3,-8,5,0.3,28
CNC(=O)CSCc1cnn(-c2ccccc2)c1-n1cccc1,-9,2.1,-3,0.1,-0.9,6,-1,-0.6,24
NC(=S)NNc1cc(Cl)cc(Cl)c1,-5,3.6,3,0.3,0.7,-2,-1,0.5,7
COC(=O)c1cc(C)nc(N)c1C#N,37,4.0,-25,-0.3,1.3,2,-1,0.6,i
CCN(CC)S(=O)(=O)c1ccc(F)c(C(=O)NCCCN2CCOCC2)c1,7,0.1,-23,0.4,2.0,8,0,0.8,-20
CCCCCCCC(=O)NNC(=O)c1ccc([N+](=O)[O-])cc1,-4,2.2,-1,1.3,-0.7,6,-2,0.4,25
O=C(NCc1ccc2c(c1)OCO2)C1Cc2ccccc2CN1C(=O)c1ccco1 (centres undefined),15,1.0,0,0.4,1.8,2,-2,0.4,-30
Oc1c(Br)cc(/C=N/NC(=S)NCc2ccco2)cc1Br,-6,0.0,5,-0.4,1.1,-1,-4,0.1,-12

# Entries listed so far containing an aryl thioether with sulfur outside any ring:
SMILES,EP2 mod,S1P4 agonist,S1P4 antagonist,PERK inh,TRPN1 ag,BaF3 parental,Ba/F3 V617F tox,TRPML3 agonist,m-calpain inh
CCC(=O)Nc1cccc(-n2nnnc2SCC(=O)N(C(C)C)C(C)C)c1,-24,2.1,-3,-0.1,0.0,8,1,0.4,10
CCOC(=O)c1ccc(N2C(=O)CC(Sc3nc(O)c(CC)c(=O)[nH]3)C2=O)cc1 (centres undefined),-40,2.4,-8,1.4,-1.3,6,0,1.0,-6
COc1ccccc1-n1cnnc1SCC(=O)NCC1CCCO1 (centres undefined),23,1.4,1,0.4,-0.1,-2,-3,1.1,18
Cc1nnsc1-c1nnc(SCC(=O)c2ccc(F)cc2)n1C1CC1,-8,0.3,1,0.9,-0.5,0,-2,1.1,-16
CSc1ccccc1NC(=O)CN(Cc1ccccc1)S(C)(=O)=O,23,-1.6,-15,-0.5,0.3,9,5,-0.1,1
CCSc1nnc(NC(=O)CSc2nnc(Cc3cccn3C)n2-c2ccc(F)cc2)s1,-12,1.7,-5,-0.3,1.2,-2,-3,0.3,0
Cc1cc(SCC(=O)c2ccccc2)n2ncc(-c3ccccc3)c2n1,6,0.6,-9,-0.5,-0.9,3,-2,0.1,9

# Screening results from PubChem BioAssay.
